# SW480 rereplic – DNA re-replication induction in SW480 cells; 340,000 compounds, 1.8% hits; Potency, µM (highest dose often 46.1 µM), for inactives: top-dose re-replication activation, actives largely listed as activators; SW480 DNA re-replication, Hoechst DNA content imaging, 48 h; AID 624297; note: potency is the fitted concentration of half-maximal effect; % of control where 0% means no effect; nearly all actives have a fitted effect of over 55% in size
#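 Cells (250 per well) received 23 nL compound or DMSO by pin tool and were kept 48 hr at 37 C, 5% CO2. Nuclei were then stained with Hoechst for 40 min and scanned for DNA content.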
# IL1B secr inh – inhibitors of inflammasome signaling (IL-1 beta secretion). THP-1 LPS/ATP IL-1B secretion, AlphaLISA, 16 h; active compounds read low. activity change, % at 57.5 µM. 360,000 compounds, 4.7% hits. AID 743279; in the data active = activity change below about -50%; inconclusive = mostly about -30% to -49%; note: % is set by controls: 0 for no effect and ±100 for the full control effect
#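 Secreted IL-1B measured by AlphaLISA bead assay after 16 h compound exposure of THP-1 cells; compounds (final up to 57.5 uM) added 1 h before LPS (250 ng/mL) and ATP (1.25 mM) stimulation; lower signal means less secretion.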
# MCF10A rerep – induces DNA re-replication in MCF 10a normal breast cells; MCF 10A DNA re-replication, Hoechst nuclear intensity, 48 h; Potency, µM (highest dose often 46.1 µM), for inactives: top-dose activity, positive = re-replication, actives largely listed as activators; 350,000 compounds, 2.9% hits; note: potency is the fitted concentration of half-maximal effect; % of control where 0% means no effect; nearly all actives have a fitted effect of over 50% in size
# KB-3-1 cytotox – KB-3-1 parental cell cytotoxicity. KB-3-1 viability, CellTiter-Glo ATP luminescence, 72 h. Potency, µM (doses to about 46.1 µM), for inactives: top-dose activity change, negative = cytotoxic, most hits filed as cytotoxic. 400,000 compounds, 1.4% hits; note: potency is the fitted concentration of half-maximal effect; % is set by controls: 0 for no effect and ±100 for the full control effect; nearly all actives have a fitted effect of over 60% in size
#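 Cytotoxicity measured as CellTiter-Glo luminescence after 72 h at 37 C. Compound titrations were pinned onto drug-naive KB-3-1 parental adenocarcinoma cells grown in DMEM with 10% FBS, and normalized data fitted to concentration-response curves.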
# S2 tox – reduces viability in counter-screen for ATXN expression inhibitors; S2 cells (HEK-293 line with an ATXN2-luciferase reporter) viability, CellTiter-Fluor protease fluorescence, 24 h; Potency, µM (series often up to 56.7 µM), hits mostly cytotoxic; 400,000 compounds, 0.49% hits; note: potency is the fitted concentration of half-maximal effect; nearly all actives have a fitted effect of over 40% in size
# HT1080-NT tox – kills 2HG-producing HT-1080-NT fibrosarcoma cells. HT-1080-NT fibrosarcoma viability, CellTiter-Glo ATP luminescence, 48 h. Potency, µM (series often up to 46.1 µM), without a hit: at the top dose activity, negative = less viability, hits mostly cytotoxic. 360,000 compounds, 1.6% hits. AID 686970;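 note: NT is the 2HG producing partner of a matched IDH1 knockdown line; potency is the fitted concentration of half-maximal effect; 0% = DMSO-treated cells and -100% = media-only wells without cells; nearly all actives have a fitted effect of over 55% in size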
#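 Luminescent CellTiter-Glo readout after 48 hours of compound exposure at 37 degrees C defined viability of HT-1080-NT cells. Activity was normalized to DMSO wells and cell-free media wells; concentration-response curves were fitted and assigned curve classes.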
# ATXN2 expr inh – inhibitors of ATXN2 expression. HEK-293 ATXN2-luciferase reporter, luminescence, 24 h. 360,000 compounds, 0.72% hits. Potency, µM (doses to about 57 µM), without a hit: at the highest dose activity change, negative = inhibition, most hits filed as inhibitors; note: potency is the fitted concentration of half-maximal effect; % is set by controls: 0 for no effect and ±100 for the full control effect; nearly all actives have a fitted effect of over 55% in size
#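 qHTS (up to 57 uM final) was run with 24 h compound exposure of reporter cells at 37 °C. Each well was multiplexed: SteadyGlo luminescence measured ATXN2-luciferase expression after a fluorogenic Gly-Phe-AFC viability readout (25 uM final).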
# HT1080 IDH1KD tx – HT-1080 IDH1 knockdown cell toxicity (counter line); AID 686971; HT-1080 IDH1 knockdown viability, ATP luminescence, 48 h; 360,000 compounds, 2% hits; Potency, µM (doses to about 46.1 µM), for inactives: top-dose activity, negative = toxicity, actives largely listed as cytotoxic;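 note: potency is the fitted concentration of half-maximal effect; 0% = DMSO wells and -100% = cell-free medium wells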
#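 Luminescent ATP read-out (CellTiter-Glo, 10 min at room temperature) after 48 h compound exposure at 37 °C gave viability of IDH1-knockdown HT-1080 cells. Activity was normalised to DMSO and cell-free wells, then fitted as concentration-response curves.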
# HepG2 tox – counter-screen for TGF-b inhibitors: cytotoxicity in HepG2 cells | 410,000 compounds, 0.76% hits | HepG2 CAGA-GFP viability, ATP luminescence, 18 h | Potency, µM (doses to about 46.1 µM), inactives show at the top dose activity change, negative = cytotoxicity, hits mostly cytotoxic; note: potency is the fitted concentration of half-maximal effect; some results filed as inactive show a strong effect at the top dose
#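 CellTiter-Glo luminescence gave cytotoxicity after 18 hours at 37 degrees C. The cells were HepG2 CAGA-GFP in 1% FBS DMEM, stimulated with 500 pg/mL TGF-beta after compound addition. %Activity was normalised to no-cell wells (complete cell-killing) and DMSO (no toxicity), and curves were fitted and classified.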
# * = called active by the depositor; i = inactive; ? = inconclusive; . = no result given; & = joins results of further samples; [ ] = remark or other dose. Unless noted, calls come from the whole dose curve; as a rule, active = well fitted curve in the direction sought with a large enough effect; inconclusive = small, poorly fitted or top-dose-only effect, or another doubt; inactive = no such curve, though single readings can be large; an effect the other way counts as inactive or inconclusive. Outcome played no part in choosing rows; any-hit rate near 8.9%.
SMILES,SW480 rereplic,IL1B secr inh,MCF10A rerep,KB-3-1 cytotox,S2 tox,HT1080-NT tox,ATXN2 expr inh,HT1080 IDH1KD tx,HepG2 tox
COc1ccc(S(=O)(=O)n2cnc3cc(C)c(C)cc32)cc1C,5%,-53*,7%,?,i,?,-10%,0%,-10%
CSCCC(NC(=O)c1ccco1)C(=O)N1CCN(C(c2ccccc2)c2ccccc2)CC1 (stereo unspecified),-2%,?,1%,-4%,i,-9%,-24%,-2%,0%
CSCCC(NS(=O)(=O)c1ccc(C)cc1)C(=O)N1CCCC1 (stereo unspecified),-15%,4,-10%,?,i,13%,2%,10%,13%
CNC(=O)Cc1nc2ccccc2n1CC(=O)Nc1cc(C)cc(C)c1,-54%[inhibitor],21,-5%,-4%,i,4%,-11%,7%,3%
O=C(NC1CCCCC1)C1c2ccccc2OCC(=O)N1CCc1ccccc1 (stereo unspecified),.,6,.,6%,i,3%,11%,6%,.
CCC(C)NC(=O)Cn1c(=O)ccc2cc(S(=O)(=O)N3CCCC3)ccc21 (stereo unspecified),.,.,.,-1%,i,.,7%,.,-8%
COc1cc(OC)cc(C(=O)NC2CCN(CCCOc3ccccc3)CC2)c1,-4%,-52*,26%,0%,i,-7%,?,-5%,-32%
O=C(CC1C(=O)NCCN1Cc1cccc(C(F)(F)F)c1)NC1CCOCC1 (stereo unspecified),-4%,0,-1%,15%,?,5%,-7%,14%,-7%
Cc1ccc(SCC(=O)NC2CCS(=O)(=O)C2)cc1C (stereo unspecified),-5%,5,2%,12%,?,0%,-8%,-9%,2%
O=C(Nc1ccccc1F)C1C2C=CC3(O2)C1C(=O)N(c1cccnc1)C3C(=O)NC1CCCCC1 (stereo unspecified),-1%,14,0%,11%,?,3%,3%,14%,-3%
COc1ccc(-c2n(Cc3ccccc3)c3ccccc3[n+]2Cc2ccccc2)cc1,?,-87*,4%,7.3µM*,i,4.6µM*,?,5.8µM*,-45%
O=C(CSc1nnc(-c2ccncc2)o1)NC1CCCCC1,0%,-17,9%,?,?,3%,.,1%,-27%

# Record cards (already shown).
# Record of O=C(CC1C(=O)NCCN1Cc1cccc(C(F)(F)F)c1)NC1CCOCC1 (stereo unspecified) → SW480 rereplic: -4%; IL1B secr inh: 0; MCF10A rerep: -1%; KB-3-1 cytotox: 15%; S2 tox: ?; HT1080-NT tox: 5%; ATXN2 expr inh: -7%; HT1080 IDH1KD tx: 14%; HepG2 tox: -7%
# Record of O=C(Nc1ccccc1F)C1C2C=CC3(O2)C1C(=O)N(c1cccnc1)C3C(=O)NC1CCCCC1 (stereo unspecified) → SW480 rereplic: -1%; IL1B secr inh: 14; MCF10A rerep: 0%; KB-3-1 cytotox: 11%; S2 tox: ?; HT1080-NT tox: 3%; ATXN2 expr inh: 3%; HT1080 IDH1KD tx: 14%; HepG2 tox: -3%

# Next entries follow.
SMILES,SW480 rereplic,IL1B secr inh,MCF10A rerep,KB-3-1 cytotox,S2 tox,HT1080-NT tox,ATXN2 expr inh,HT1080 IDH1KD tx,HepG2 tox
O=C1CC(c2cccs2)c2cc3c(cc2N1)OCO3 (stereo unspecified),-3%,26,0%,4%,i,4%,-2%,-12%,0%
CC1CCCCN1C(=O)CSc1nc(-c2ccccc2)no1 (stereo unspecified),.,.,.,-1%,i,.,29%,.,-4%
Cn1cc(S(=O)(=O)NCc2ccc(F)cc2)c(=O)n(C)c1=O,-1%,-14,2%,-8%,i,-4%,0%,-2%,-7%
COc1ccccc1Cc1nc2ccccc2n1S(=O)(=O)c1ccc(Cl)cc1,?,28,1%,-29%,i,-7%,-6%,0%,-13%
Cn1c(=O)c2cc(C(=O)NCCCN3CCN(c4cccc(Cl)c4)CC3)sc2c2ccccc21,.,.,.,-16%,i,.,0%,.,-28%
Cc1nn(CC(=O)NNC(=O)c2cccc(Br)c2)c(C)c1[N+](=O)[O-],4%,2,6%,.,i,0%,-13%,-1%,-31%
Cc1cccc(C)c1NC(=O)CN(C)C(=O)c1cc(S(=O)(=O)N(C)C)ccc1N1CCCC1,12%,-7,0%,-1%,i,4%,-6%,1%,1%
Cc1cccc(C)c1NC(=O)CNC(=O)C(C)N1CCCCC1 (stereo unspecified),7%,18,3%,12%,i,-2%,-7%,-4%,0%
CN1C(=O)CSc2ccc(NC(=O)Nc3ccccn3)cc21,-2%,-60*,-4%,?,i,-29%,37%[activator],?,-51%
COc1ccc(N(C(=O)c2snc(C(N)=O)c2N)C(C(=O)NC2CCCC2)c2cc(OC)ccc2OC)cc1 (stereo unspecified),13%,-2,?,-4%,i,-5%,-21%,-4%,-23%
COc1ccc(NC(=O)CN(C)C(=O)c2oc3ccccc3c2C)cc1,-1%,14,12%,1%,i,3%,.,0%,-7%
Cc1ccc(OCCC(=O)OCC(=O)Nc2ccc(N3CCOCC3)cc2)cc1,-6%,-4,-15%,3%,i,21%,1%,15%,3%
c1ccc2c3c([nH]c2c1)-c1[nH]ncc1CC3,?,-28,?,-29%,i,?,4%,-29%,-19%
Brc1ccc(-c2csc(N3CCC(c4ccccc4)C3)n2)cc1 (stereo unspecified),11%,8,?,-23%,i,0%,37%[activator],0%,-19%
O=C(Nc1ccc(Br)cn1)c1ccc(Cl)s1,?,-5,?,?,i,-21%,17%,-8%,-10%
C1CCCCCC(NCCN2CCNCC2)CCCCC1,?,?,?,16µM*,?,21µM*,?,18µM*,-7%
CC(O)(c1cccc(F)c1)c1nc(-c2cc3ccccc3o2)cs1 (stereo unspecified),.,27,.,-2%,?,?,7%,?,-34%
CC(C)C(=O)Nc1ccc(S(=O)(=O)N2CCC(c3nc4ccccc4[nH]3)CC2)cc1,-5%,-23,4%,-2%,i,-16%,5%,-19%,-8%
CC1(C)CCCC2=C1CC1C(=O)N(N)C(=O)C1C2 (stereo unspecified),27%,-8,3%,-14%,i,-5%,-30%,-3%,-25%
C/C(=N\NC(=O)c1cccc(Cl)c1)c1cccc(NC(=O)C(C)C)c1,-3%,-23,-2%,-2%,i,-6%,1%,-3%,-18%
Cc1cccc(C(=O)OCC(=O)N2CC(=O)Nc3ccccc32)c1C,?,13,5%,0%,i,-7%,-16%,-2%,-40%
COc1ccc(-c2nn(-c3ccccc3)cc2C(=O)N(C)CC(=O)Nc2ccc(N3CCOCC3)cc2)cc1,-3%,0,4%,0%,i,9%,0%,9%,6%
N/C(=N\OC(=O)c1cccs1)c1ccccc1,2%,-14,-1%,-1%,i,3%,58%[activator],-6%,-7%
O=C(COC(=O)C1CCCCC1)Nc1cccc(F)c1,-4%,8,-3%,7%,i,5%,0%,7%,2%
CC(C)(C)c1csc(NC(=O)C2=COCCO2)n1,-561%[inhibitor],-11,2%,-1%,i,-16%,26%,-10%,2%
Cc1nc(N(C)C2CCCCC2)c2nnn(Cc3ccc(F)cc3)c2n1,.,2,.,1%,i,15%,.,12%,-3%
CN(C)c1ccc([N+](=O)[O-])cc1C(=O)NCC(c1ccco1)N(C)C (stereo unspecified),1%,5,2%,6%,?,13%,-7%,17%,-1%
COc1ccc2c(c1)CC/C(=C\c1ccc(OC)c(Cn3cccn3)c1)C2=O,2%,-52*,?,?,?,-1%,-8%,-9%,-48%
O=C(NNc1ccccc1)Nc1cc(Cl)ccc1Cl,?,-97*,?,16%,i,-1%,-18%,1%,-28%
COc1cccc(OCC(O)CN(CCO)Cc2ccccc2)c1 (stereo unspecified),-2%,22,-6%,13%,i,-6%,0%,0%,-1%
O=C(COC(=O)CNC(=O)c1ccccc1)Nc1nc(-c2ccccc2)cs1,5%,3,?,-3%,i,-2%,21%,0%,-18%
COc1cccc(NC(=O)CSc2nc3ccc(NC(=O)c4cccs4)cc3s2)c1,.,.,.,0%,?,.,-6%,.,-18%
O=C(COC(=O)C12CC3CC(CC(C3)C1)C2)N1CCN(S(=O)(=O)c2ccccc2)CC1,-8%,0,1%,-15%,i,2%,-1%,-10%,-17%
CCc1nc2sc3c(O)cc(=O)[nH]c3c2cc1C,-6%,-7,19%,-5%,i,-2%,2%,-6%,-2%
CCN(c1ccccc1)c1nc2ccsc2c(=O)s1,4%,26,?,-1%,i,-6%,15%,-10%,-6%
COc1ccccc1N1CCN(/N=C(\C)c2ccccc2O)CC1,1%,5,0%,1%,i,-1%,.,-1%,0%
Cc1ccc(C(=O)NS(=O)(=O)c2ccc(N=NN(C)C)cc2)cc1,-6%,1,-6%,-1%,i,8%,-24%,11%,11%
CCOc1ccc(C(C)NC(=O)c2cccc(F)c2)cc1 (stereo unspecified),-2%,11,-1%,-29%,i,2%,0%,0%,8%
O=C(Nc1nc(-c2ccco2)cs1)c1ccccc1,1%,-21,13%,-17%,i,2%,6%,0%,2%
CCCCNS(=O)(=O)c1ccc2nc(-c3cccnc3)cc(C(=O)NCCOC)c2c1,-6%,-11,6%,?,i,0%,3%,-2%,23%&-3%
CC(CN1CCOCC1)OC(=O)c1cccc(Cl)c1 (stereo unspecified),0%,6,7%,10%,i,12%,.,2%,0%
CC(C)c1ccccc1NC(=S)NC(C)c1ccccc1 (stereo unspecified),?,-10,5%,2%,i,0%,-30%,-26%,-29%
CCc1ccccc1N1CC(c2nc3ccccc3n2Cc2cccc(C)c2)CC1=O (stereo unspecified),.,.,.,8%,?,.,?,.,-33%
CSc1ccc(CN(C)C(C)C(=O)NCC2CCCCC2)cc1 (stereo unspecified),3%,-26,?,?,i,-13%,-36%,-21%,-8%
NCCc1nnc(SCc2ccccc2)o1,-8%,8,3%,9%,i,-8%,-3%,-5%,5%
CC1=C(N2CCOCC2)CCC1=O,-43%[inhibitor],15,-19%,11%,i,-1%,0%,0%,-9%
COc1ccc(S(=O)(=O)Nc2ccc(Oc3ccsc3C(=O)O)cc2)cc1,0%,-2,-2%,2%,?,0%,.,13%,5%

# Screens from PubChem BioAssay.
